Screening data: PubChem, National Center for Advancing Translational Sciences (NCATS)
GLP1R ag: agonists of human GLP-1 receptor. P43220. HEK293 GLP-1R CRE-luciferase, luminescence, 4-6 h; cells express a hypersensitive GLP-1R form. Potency, µM (doses to about 45.6 µM), without a hit: at the highest dose activation, hits mostly activators. 0.007% of 380,000 active. AID 624172; note: % of control where 0% means no effect
Target sequence (P43220 whole entry, looked up): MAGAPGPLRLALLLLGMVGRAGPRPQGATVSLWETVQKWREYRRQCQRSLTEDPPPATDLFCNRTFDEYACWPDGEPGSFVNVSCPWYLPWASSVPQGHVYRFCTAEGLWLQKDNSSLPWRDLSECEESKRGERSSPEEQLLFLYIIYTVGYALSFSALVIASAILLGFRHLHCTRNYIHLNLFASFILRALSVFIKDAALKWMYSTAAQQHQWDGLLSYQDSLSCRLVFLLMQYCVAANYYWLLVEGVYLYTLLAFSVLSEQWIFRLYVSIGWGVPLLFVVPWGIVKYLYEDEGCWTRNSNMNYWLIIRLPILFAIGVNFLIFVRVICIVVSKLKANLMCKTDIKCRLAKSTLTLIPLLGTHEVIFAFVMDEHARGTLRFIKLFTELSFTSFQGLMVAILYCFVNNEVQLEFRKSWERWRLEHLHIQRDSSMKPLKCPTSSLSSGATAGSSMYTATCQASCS
KB-V1 MDR tox: kills drug-selected multidrug resistant KB-V1 cells; 3.4% of 400,000 active; KB-V1 MDR cells viability, CellTiter-Glo, 72 h; AID 1347076; Potency, µM (top dose mostly 46.1 µM), for the others: at the top dose activity change, negative = cytotoxicity, usual class: cytotoxic; note: % is set by controls: 0 for no effect and ±100 for the full control effect; nearly all actives have a fitted effect of over 60% in size
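In this primary screen, KB-V1 cells overexpressing P-gp are incubated with library compounds (lowest to highest concentration) for 72 h at 37 degrees C before a luminescent ATP viability read.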
SW480 rereplic: inducers of DNA re-replication in SW480 colon cancer cells. SW480 DNA re-replication, Hoechst DNA content imaging, 48 h. Potency, µM (highest dose often 46.1 µM), for inactives: at the highest dose re-replication activation, actives largely listed as activators. 1.8% of 340,000 active; note: % of control where 0% means no effect; nearly all actives have a fitted effect of over 55% in size
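Readout is total intensity of Hoechst-stained nuclei, excited at 405 nm and collected at 500-530 nm. Compound treatment lasted 48 hr at 37 C in 5% CO2 before staining.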
KB-3-1 cytotox: kills parental KB-3-1 adenocarcinoma cells | KB-3-1 viability, CellTiter-Glo ATP luminescence, 72 h | Potency, µM (top dose mostly 46.1 µM), for the others: top-dose activity change, negative = cytotoxic, hits mostly cytotoxic | 1.4% of 400,000 active | AID 1347075; note: % is set by controls: 0 for no effect and ±100 for the full control effect; nearly all actives have a fitted effect of over 60% in size
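Screening of KB-3-1 cells (DMEM, 10% FBS, phenol-red free) ran from lowest to highest compound concentration; after 72 h at 37 °C viability was read luminescently and curves fitted.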
HEK293 tox: cytotoxic in the GLP-1 receptor inverse agonist counter-screen | HEK293 cAMP-luciferase reporter cells, luminescence, 24 h | AID 624418 | 0.13% of 410,000 active | Potency, µM (highest dose often 38.3 µM), inactives show at the top dose activity change, negative = inhibition, usual class: inhibitors;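 note: loss of luciferase light is scored as toxicity; % is set by controls: 0 for no effect and ±100 for the full control effect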
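A 23 nL compound transfer followed 12 hours of cell culture at 37 deg C; exposure then lasted 24 hr. Luciferase assay detection reagent was dispensed and plates read for luminescence after a 12 min room-temperature wait.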
HT1080 IDH1KD tx: toxicity to HT-1080 IDH1 knockdown cells (counter line); 2% of 360,000 active; HT-1080 IDH1 knockdown viability, ATP luminescence, 48 h; Potency, µM (series often up to 46.1 µM), for inactives: at the top dose activity, negative = toxicity, hits mostly cytotoxic; AID 686971;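 note: 0% = DMSO wells and -100% = cell-free medium wells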
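Using the IDH1-knockdown HT-1080 line run in the same batch and compound series as the NT line, viability after 48 h at 37 °C was determined by CellTiter-Glo luminescence and expressed as % activity.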
HT1080NT lethal: kills 2HG-producing HT-1080-NT fibrosarcoma cells; HT-1080-NT fibrosarcoma viability, CellTiter-Glo ATP luminescence, 48 h; 1.6% of 360,000 active; Potency, µM (highest dose often 46.1 µM), for the others: top-dose activity, negative = less viability, usual class: cytotoxic;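 note: NT is the 2HG producing partner of a matched IDH1 knockdown line; 0% = DMSO-treated cells and -100% = media-only wells without cells; nearly all actives have a fitted effect of over 55% in size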
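A 48-hour cytotoxicity screen used HT-1080-NT cells plated 2 hours before compound delivery. ATP-based CellTiter-Glo luminescence measured viability, normalized to DMSO and no-cell controls.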
TDP-43 yeast inh: inhibitors of TDP-43 toxicity in yeast; 1.8% of 410,000 active; Potency, µM (top dose mostly 46.1 µM), for inactives: top-dose growth rescue (activation), usual class: activators; TDP-43 expressing yeast growth rescue, BacTiter-Glo, 24 h; note: % of control where 0% means no effect; nearly all actives have a fitted effect of over 50% in size
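Galactose-induced TDP-43 yeast, OD600=0.02, compound pinned; 24 hr, 30 deg C; BacTiter-Glo luminescence for growth. Inhibitors of TDP-43 toxicity read as activators.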
GLP1R inv ag: GLP-1 receptor (human) inverse agonism. P43220. 1.6% of 410,000 active. Potency, µM (top dose mostly 38.3 µM), inactives show at the top dose activity change, negative = inhibition, hits mostly inhibitors. HEK293 GLP-1R CRE-luciferase, luminescence, 24 h; GLP-1R form is constitutively active; note: % is set by controls: 0 for no effect and ±100 for the full control effect; nearly all actives have a fitted effect of over 55% in size
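HEK293 cells stably co-expressing constitutively active GLP-1R and a cAMP-responsive luciferase reporter were seeded in DMEM with 10% Nu serum, given compounds after 12 h, and incubated 24 h at 37 deg C. Luminescence was then read.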
Active calls of the source: *; ? = inconclusive; nt = not tested or not shown; [ ] = another dose, or the depositor's remark. Calls come from the whole dose curve; as a rule, active = well fitted curve in the direction sought with a large enough effect; inconclusive = small, poorly fitted or top-dose-only effect, or another doubt; inactive = no such curve, though single readings can be large; an effect the other way counts as inactive or inconclusive. Potency is the fitted concentration of half-maximal effect. This is a random part of the collection. About 9.4% of those tested had a hit in this group.

SMILES | GLP1R ag | KB-V1 MDR tox | SW480 rereplic | KB-3-1 cytotox | HEK293 tox | HT1080 IDH1KD tx | HT1080NT lethal | TDP-43 yeast inh | GLP1R inv ag
Cc1ccc(NC(=O)N2CCc3c(sc4c3CCCC4)C2c2ccccc2)cc1F (stereo not drawn) | nt | 18% | nt | 6% | 8% | nt | nt | -3% | ?
Cc1cc(C)c(C#N)c(N2CCOCC2)n1 | ? | ? | 0% | 0% | -6% | 4% | 2% | 19% | 3%
CCOc1ccc(CN(C)C(C)C(=O)NCCc2ccc(F)cc2)cc1 (stereo not drawn) | 16% | ? | -5% | -23% | -7% | -8% | 2% | -13% | ?
CN(C)CCN1CCN(C(c2ccnc3ccccc23)c2nnnn2-c2ccc3c(c2)OCCO3)CC1 (stereo not drawn) | 5% | 0% | nt | 11% | 0% | -2% | -26% | 4% | 9%
CCOC(=O)C1CCN(C(=O)COC(=O)CCOc2ccc(C)cc2)CC1 | -3% | 15% | -11% | 5% | -22% | 2% | 9% | 2% | 3%
COc1ccc(CSc2nc(O)cc(=O)n2CC(C)C)cc1F | -4% | -2% | -2% | 3% | 0% | -7% | -10% | -17% | 6%
Cc1nc(-c2coc3cc(O)c(C)cc3c2=O)cs1 | -7% | ? | -8% | ? | 7% | 23µM* | 18µM* | -7% | ?
C=CCOc1ccc(C(=O)c2ccccc2)c(OCC(=O)NC2(C#N)CCCC2)c1 | 19% | ? | 3% | -5% | 11% | -18% | ? | -5% | ?
CCOc1cccc(-c2nnc(SCC(=O)NC3CC3)n2C)c1 | 0% | 15% | 1% | -4% | -13% | 15% | 11% | -7% | 3%
Cc1ccc(F)c(CNC(=O)C2(C)CCCN2C(=O)C(C)C)c1F (stereo not drawn) | -2% | 4% | nt | 0% | 4% | 24% | 24% | 18% | 5%
COc1ccc(OC)c(S(=O)(=O)NCC(c2ccc3c(c2)OCO3)N2CCOCC2)c1 (stereo not drawn) | 1% | -10% | 1% | 0% | 18% | 0% | 0% | 14% | 15%
CC(=O)c1ccc(NC(=O)CSCCO)cc1 | -2% | 28% | -7% | -1% | -5% | 3% | 0%[9.24 µM] | -19% | 0%
Cc1ccc(CN2C(=O)c3ccccc3C2C(=O)NCC2CCCO2)cc1 (stereo not drawn) | -14% | -6% | -21% | -1% | -12% | 11% | 12% | 9% | 5%
CCc1ccc(NC(=S)Nc2cc(C(=O)O)ccc2N2CC3CC(C2)c2cccc(=O)n2C3)cc1 (stereo not drawn) | 20% | 9% | 2% | -2% | 0% | 17% | 6% | ? | 9%
Cc1ccc(-n2c(-c3ccc(Br)cc3)c[n+]3c2CCc2ccc4cccnc4c2-3)cc1 | -12% | ? | 15% | 2.6µM* | ? | 4µM* | ? | -13% | ?
COc1ccc2c(c1)nc(NCCO)n2C | 3% | 8% | 97% | 9% | -13% | 2% | 6% | 12% | -4%
CC(=O)C1=C(O)C(=O)N(c2ccc(O)cc2)C1c1ccccc1 (stereo not drawn) | 0% | ? | 26% | 19% | 1% | 14% | 8% | 10% | 13%
CCOC(=O)c1cc(-c2cccnc2)nn1-c1ccccn1 | 7% | -21% | -8% | 19% | -1% | 0%[9.24 µM] | 4% | 8% | 21%
COc1ccc(C2NC3=C(CCC3)C3(C#N)C(OC)(OC)N=C(N)C23C#N)cc1 (stereo not drawn) | -9% | 12% | -1% | 0% | -9% | 9% | 2% | 2% | ?
N#CCCN/N=C(/Cc1nc2ccccc2[nH]1)c1cccc(Cl)c1 | 10% | 13% | 2% | 17% | -6% | -13% | -13% | -4% | -22%
Cc1ccccc1NS(=O)(=O)c1ccc(NC(=O)N2CCCCC2)cc1 | 10% | 14% | -2% | 4% | -2% | -11% | 0% | 1% | 0%
Cc1ccc(OCCn2c(CNc3ccccc3C)nc3ccccc32)cc1 | nt | 3% | nt | 2% | 0% | nt | nt | ? | 6%
CCNc1nc(N)c(C(=C(C#N)C#N)c2ccccc2)s1 | 6% | -26% | ? | -15% | 13% | -23% | -15% | 0% | 0%
COc1ccc2c(=O)cc(C(F)(F)C(F)(F)F)oc2c1 | -3% | 1% | -5% | 6% | -30% | 6% | 4% | -1% | 12%
COc1ccc(C(=O)O)cc1S(=O)(=O)Nc1ccc(Oc2ccccc2)cc1 | -1% | 0% | -23% | -2% | -2% | 3% | 4% | 5% | -4%
Cc1cc2n(n1)C(c1ccccc1)Nc1ccccc1-2 (stereo not drawn) | 29% | -2% | -3% | -4% | 4% | -4% | 0% | ? | 2%
COc1ccccc1C(=O)Nc1ccc(-c2nc3cc(C)cc(C)c3o2)cc1 | nt | 3% | nt | 2% | -9% | nt | nt | 14% | -12%
O=c1cc(-c2ccccc2)nc(SCCOc2ccccc2Cl)[nH]1 | -5% | 5% | -37% | -3% | 6% | 0% | 7% | -9% | 3%
O=C(CSc1nc(O)c(Cc2ccccc2)c(=O)[nH]1)Nc1nnc(SCc2ccccc2)s1 | 0% | 29% | -6% | -16% | -6% | -5% | 1% | 6% | 6%
COc1cccc(OCC(Cn2c(C)nc3ccccc32)OC(C)=O)c1 (stereo not drawn) | 26% | -19% | -6% | -19% | 0% | ? | ? | -15% | -11%

A second format for some results above.
mol,GLP1R ag,KB-V1 MDR tox,SW480 rereplic,KB-3-1 cytotox,HEK293 tox,HT1080 IDH1KD tx,HT1080NT lethal,TDP-43 yeast inh,GLP1R inv ag
CCc1ccc(NC(=S)Nc2cc(C(=O)O)ccc2N2CC3CC(C2)c2cccc(=O)n2C3)cc1 (stereo not drawn),20%,9%,2%,-2%,0%,17%,6%,?,9%
O=C(CSc1nc(O)c(Cc2ccccc2)c(=O)[nH]1)Nc1nnc(SCc2ccccc2)s1,0%,29%,-6%,-16%,-6%,-5%,1%,6%,6%
CC(=O)C1=C(O)C(=O)N(c2ccc(O)cc2)C1c1ccccc1 (stereo not drawn),0%,?,26%,19%,1%,14%,8%,10%,13%

Later entries.
SMILES | GLP1R ag | KB-V1 MDR tox | SW480 rereplic | KB-3-1 cytotox | HEK293 tox | HT1080 IDH1KD tx | HT1080NT lethal | TDP-43 yeast inh | GLP1R inv ag
COc1cc(-c2nnc(SCC(=O)N3c4ccccc4Sc4ccccc43)o2)cc(OC)c1OC | -3% | -28% | 1% | ? | -14% | 13% | 11% | 7% | 1.3µM*
CCOC(=O)COc1ccccc1C1Nc2ccccc2C(=O)N1c1cccc(Cl)c1 (stereo not drawn) | 10% | -16% | ? | -15% | -23% | 0%[9.24 µM] | -46% | -11% | 0%
C[C@H]1C(c2ccc(F)cc2)=NN(c2ccccc2)[C@@H]1CO | -4% | 6% | 5.2µM* | 3% | 53%[activator] | -2% | -5% | 18µM* | ?
Cn1cc(C(=O)NC2CCCCC2)c(=O)c2cc(S(=O)(=O)N3CCOCC3)ccc21 | -5% | 10% | 16% | ? | 5% | 7% | 13% | 14% | 39%[activator]
O=C1N(Cc2cccc(Cl)c2)C[C@@H]2C[C@@H](c3cccc4ncccc34)N3CCC[C@@]123 | 7% | -4% | 0% | -14% | -3% | -8% | -27% | -4%[0.397 µM] | 10µM*
COc1ccc(CC(=O)NC(=S)Nc2cccc(C)c2)cc1 | 26% | 2% | -139%[inhibitor] | -1% | ? | 5% | 13% | -6% | ?
CCOc1ccc(-c2nc(C(N)=O)c3c(n2)n(-c2ccc4c(c2)OCO4)c(=O)n3CC)cc1 | -1% | -2% | nt | -8% | 4% | nt | nt | -5% | 1%
O=C(c1ccc(CNc2c(N3CCCC3)c(=O)c2=O)cc1)N1CCN(C2CCCCC2)CC1 | -3% | 1% | -2% | 7% | -6% | 2% | -2% | 21% | 5%
Cc1ccc(C(=O)Oc2ccccc2C(=O)N2CCOCC2)cc1 | 1% | 4% | 7% | -9% | 0% | 1% | 2% | -15% | 0%
CCn1cc(/C=N/NC(=O)c2cc3c(ccc4ccccc43)o2)c2ccccc21 | -6% | 18µM* | ? | ? | 57%[activator] | -26% | -24% | 23% | -18%
Cc1cc(C)c(S(=O)(=O)Nc2ccc3oc(C)c(C(=O)OC(C)C)c3c2)cc1C | nt | ? | nt | 0% | -3% | nt | nt | ? | ?
CCc1ccccc1N(C)S(=O)(=O)c1ccc2[nH]cc(C(=O)O)c(=O)c2c1 | -3% | 3% | -1% | -3% | -1%[7.66 µM] | 2% | -3% | -18% | 6%[7.66 µM]
O=C(Nc1ccc(Br)cc1F)N1CC=C(c2c[nH]c3ccccc23)CC1 | nt | ? | nt | ? | -27% | nt | nt | -3% | ?
Cc1ccccc1NC(=O)C(=O)NCCc1c[nH]c2ccccc12 | 2% | -17% | -11% | -5% | -1% | -5% | -4% | -2% | ?
O=C(NC(C(=O)NCCN1CCOCC1)C12CC3CC(CC(C3)C1)C2)C1CCCCC1 (stereo not drawn) | -12% | 15µM* | 15% | -2% | -23% | -1% | -8% | -10% | 0%
O=C(CCC(=O)NCc1ccccc1)NCc1ccccc1 | -5% | 7% | 2% | 2% | 2% | 7% | 12% | 13% | 24%
CCOC(=O)CC(S(=O)(=O)c1ccccc1)S(=O)(=O)c1ccccc1 | -20% | 13% | nt | ? | ? | 21µM* | ? | 14% | ?
CCOc1cc(C(=O)Nc2ncn[nH]2)cc(OCC)c1OCC | 1% | 6% | -1% | 13% | 5% | 13% | 15% | 0% | -1%
Cc1oc(-c2ccc(Cl)cc2)nc1CN1CCCC(C(=O)NCCc2ccccc2)C1 (stereo not drawn) | nt | ? | nt | ? | 2% | nt | nt | -3% | -10%
CCc1ccc(-n2c(=S)sc3c(=O)n(-c4ccccc4)c(SCC(=O)O)nc32)cc1 | 6% | 21% | -7% | 10% | 5% | -2% | 4% | 7% | -9%
COc1ccc2c(c1OC)C(=O)N1C2SC[C@H]1C(=O)NC1CC(C)(C)NC(C)(C)C1 (stereo partly drawn) | 0% | 25% | 3% | 5% | 8% | 21% | 13% | 18% | 6%
